Screens as filed in PubChem BioAssay.
TEAD-YAP block: TEAD-YAP interaction inhibition; HEK-TIYL cells, TEAD-Gal4/YAP UAS-luciferase luminescence; inhibition, % at 9.12 µM; AID 1259422; 1.4% of 640,000 active; in the data active = inhibition above about 32%;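 also: 0% = median of test compound wells and 100% = reference inhibitor wells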
GPR151 activ: activators of human GPR151; PathHunter beta-arrestin GPR151 cells, luminescence; activation, % at 11.2 µM; 1% of 650,000 active; in the data active = activation above about 4.9%;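 also: 0% = median of compound wells and 100% = cells with positive control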
Target sequence (Q8TDV0 whole entry, looked up): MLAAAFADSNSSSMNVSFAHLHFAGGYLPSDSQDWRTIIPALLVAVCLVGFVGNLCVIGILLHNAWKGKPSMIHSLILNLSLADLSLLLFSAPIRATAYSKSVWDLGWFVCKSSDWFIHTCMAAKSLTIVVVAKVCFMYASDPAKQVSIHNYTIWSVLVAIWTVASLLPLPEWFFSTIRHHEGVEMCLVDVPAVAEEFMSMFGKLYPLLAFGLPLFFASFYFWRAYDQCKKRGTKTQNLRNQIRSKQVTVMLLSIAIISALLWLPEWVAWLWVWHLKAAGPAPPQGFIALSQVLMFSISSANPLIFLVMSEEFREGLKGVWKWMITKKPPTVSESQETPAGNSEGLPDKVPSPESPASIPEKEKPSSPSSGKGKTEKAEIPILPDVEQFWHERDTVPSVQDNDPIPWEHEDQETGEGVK
FBW7 act: human FBW7 E3 ligase activation, primary screen; AlphaScreen FBW7–phospho-cyclin E peptide binding, activator screen; normalized activity (activation), % at 26.1 µM; 0.13% of 650,000 active; AID 1259310; in the data active = normalized activity above about 1.9%;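 also: purified mutant Fbw7 with reduced substrate affinity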
MITF inh: blocks human microphthalmia-associated transcription factor; inhibition, % at 2.6 µM; 0.91% of 650,000 active; AID 1259374; O75030; AlphaScreen MITF homodimerization, bead proximity signal; in the data active = inhibition above about 50%;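 also: 0% = vehicle wells with protein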
Target sequence (O75030 whole entry, looked up): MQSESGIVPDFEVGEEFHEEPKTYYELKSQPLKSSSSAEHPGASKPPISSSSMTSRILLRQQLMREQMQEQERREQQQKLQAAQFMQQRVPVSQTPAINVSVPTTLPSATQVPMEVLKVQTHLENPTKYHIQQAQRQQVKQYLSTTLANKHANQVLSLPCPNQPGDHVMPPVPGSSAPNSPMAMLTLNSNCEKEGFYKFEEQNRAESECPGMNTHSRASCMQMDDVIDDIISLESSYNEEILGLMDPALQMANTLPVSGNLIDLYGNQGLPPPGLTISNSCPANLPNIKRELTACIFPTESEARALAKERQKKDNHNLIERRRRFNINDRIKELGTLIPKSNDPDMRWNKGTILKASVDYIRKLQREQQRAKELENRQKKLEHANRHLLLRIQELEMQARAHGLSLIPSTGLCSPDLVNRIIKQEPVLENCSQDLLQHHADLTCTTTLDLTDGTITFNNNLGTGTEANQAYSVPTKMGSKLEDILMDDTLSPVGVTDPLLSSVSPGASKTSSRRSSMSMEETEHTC
* = called active by the depositor; & = joins results of further samples.

SMILES	TEAD-YAP block	GPR151 activ	FBW7 act	MITF inh
O=[N+]([O-])c1ccc(N2CCN(S(=O)(=O)c3ccc(Br)cc3)CC2)cc1NCc1ccco1	-34.9	-1.8	-0.4	3.0
Cc1ccc(NC(=O)CCN2CCN(Cc3ccccc3)CC2)cc1Br	-5.1	-1.1	0.0	11.3
O=C(CCc1c[nH]c2ccccc12)Nn1c(SCc2cc(=O)n3cc(Cl)ccc3n2)nc2ccccc2c1=O	3.0	1.4	-0.1	-1.9
O=S(=O)(c1ccc(F)cc1)N1CCSCC1	-6.0	5.8*	-0.1	-6.8
COc1ccc(NC(=O)/C(=C\c2ccccc2Cl)NC(=O)c2ccc(C)cc2)cc1	6.4	0.0	-0.1	-2.8
C/C(=N/NS(=O)(=O)c1ccc(C)cc1)c1c(O)cc(C)oc1=O	1.6	0.6	-0.1	14.8
COCCNC(=O)CN1C(=O)C(C(C)C)Oc2ccccc21 (stereo unspecified)	-4.8	0.4	0.0	22.1
COc1cccc(NC(=O)CCC2CCN(C(=O)c3cnsn3)CC2)c1	5.3	-0.4	0.1	-8.8
O=C(CSC1=NC(=O)C(Cc2ccccc2)C(=O)N1)Nc1ccc(Br)cn1 (stereo unspecified)	1.8	-2.1	0.1	-10.2
COc1ccc(-n2nc(C(=O)NCC(=O)N3CCN(c4ccccn4)CC3)c3ccccc3c2=O)c(OC)c1	-3.9	-1.2	0.0	14.6
COc1cc(-c2nnc3ccc(C(F)(F)F)cn23)c([N+](=O)[O-])cc1OC	2.3	0.9	0.0	0.8
COc1cc(/C=C2/N=C(c3ccccc3)OC2=O)cc(OC)c1OC(C)=O	-6.2	-0.5	0.1	3.2
Nc1nc(-c2csc3ccccc23)nc2c1ncn2-c1ccsc1	5.6	-0.9	0.2	9.0
COC(=O)c1ccccc1OC(=O)c1cccnc1	3.7	-1.9	0.2	9.0
Cn1c(-c2ccc(O)cc2)c(C#N)c(=O)n(C)c1=O	-3.3	1.1	0.8	15.0
O=C(O)c1ccc(CNCc2ccc(Cl)cc2)cc1	5.7	0.8	-0.1	14.3
COCCNC(=O)Cn1c(=O)n(CCCC(=O)NCc2ccco2)c(=O)c2sccc21	-5.8	0.0	-0.1	-0.3
CCC(C)Nc1nc2ccccc2s1 (stereo unspecified)	-1.6	1.7	0.0	8.5
COC(=O)C1=C(C)NC2=C(C(=O)CC(c3ccc(OC)c(OC)c3)C2)C1c1ccc2c(c1)OCO2 (stereo unspecified)	11.1	-0.9	0.1	-14.8
CCc1ccc(C2C(C(=O)OCC(C)C)=C(C)NC3=C2C(=O)CC(c2ccccc2)C3)cc1 (stereo unspecified)	7.6	2.7	0.3	-0.9
Cc1ccc2c(CNCc3ccc(OC(C)C)cc3)c(C(=O)O)[nH]c2c1	-4.2	3.5	0.0	13.1
CCc1ccc(OCC(=O)NCC(C)C)cc1	-26.6	-1.1	0.3	1.3
COc1ccc(-c2noc(-c3cccs3)n2)cc1	16.5	-6.6	0.0	-1.7
CC(=O)NS(=O)(=O)c1ccc(NC(=S)NC(=O)CC(C)C)cc1	1.2	-0.2	0.0	-0.5
CCOC(=O)c1c(-c2ccc(Br)cc2)csc1NC(=O)c1ccc2cc(OC)ccc2c1	5.6	0.8	-0.1	4.8
COc1ccc(C(=O)N2CCN(c3cccc(C)c3C)CC2)c(OC)c1	2.3	-0.3	0.0	7.7
COc1ccc(CCNC(=O)CCn2c(SCC(=O)NCc3ccco3)nc3ccccc3c2=O)cc1OC	-9.3	-0.1	0.1	4.1
O=C(NCc1cccnc1)C1CC(=O)N(c2ccc(F)cc2)C1 (stereo unspecified)	1.9	-0.3	-0.1	-6.0
O=c1[nH]c2ncc(-c3ccco3)nc2n1CCCO	11.0	0.1	0.3	5.8
COc1ccc(-c2noc(CC(=O)N(C)c3cccc(C)c3)n2)cc1	-5.2	2.4	0.0	7.0
COc1ccc(Br)cc1C(=O)Nc1ccc2c(c1)C(=O)N(C)C2=O	-9.5	0.7	0.0	10.1
O=C(NCCc1ccc(Cl)cc1)c1ccc(Cn2nnc3ccsc3c2=O)cc1	10.1	1.5	-0.1	8.0
CC(C)n1c(N/N=C/c2cccnc2)nc2c1c(=O)n(C)c(=O)n2C	4.3	1.4	-0.1	14.6
Cc1cc(C)n2c(SC/C(O)=C(\C#N)c3nc4ccccc4[nH]3)nnc2n1	2.4	-0.8	-0.1	24.3
O=C(Nc1ccc(F)c(Cl)c1)c1cc(S(=O)(=O)N2CCCCCC2)ccc1F	-7.0	1.8	0.6	3.9
O=C(Nc1nccs1)C(NS(=O)(=O)c1cccc2nsnc12)c1ccccc1 (stereo unspecified)	-8.7	0.3	0.6	22.1
CC1(C)CC(=O)c2cnc(NC(=O)c3cccc(Cl)c3)nc2C1	-2.9	-1.4	-0.1	7.3
COC(=O)C(C)Sc1nc2c(c(=O)n1-c1ccc(C)cc1)SCC2 (stereo unspecified)	1.4	1.5	0.2	-2.5
CN(CCOC(=O)COc1ccc(F)cc1)Cc1ccccc1	1.4	1.2	0.0	3.8
Oc1ccccc1-c1nc(Nc2ccc(F)cc2)c2ccccc2n1	-3.9	1.5	0.0	8.3

Next section (2 carried over from the part before).
SMILES	TEAD-YAP block	GPR151 activ	FBW7 act	MITF inh
CN(CCOC(=O)COc1ccc(F)cc1)Cc1ccccc1	1.4	1.2	0.0	3.8
Oc1ccccc1-c1nc(Nc2ccc(F)cc2)c2ccccc2n1	-3.9	1.5	0.0	8.3
O=C(COC(=O)C1=NN(c2ccccc2)C(=O)CC1)NC1CCCC1	8.6	1.5	0.0	-2.8
CC(O)CNCCOc1cccc(Oc2ccccc2)c1 (stereo unspecified)	1.5	1.2	-0.3	42.9
Cc1ccc(-c2nnc(Cc3ccccc3)o2)cc1	-58.3	-2.2	0.0	-10.4
Cc1c(Cl)cccc1NC(=S)N(Cc1cccs1)C1CCCCC1	-3.0	-1.7	0.0	-5.5
Cc1cc(=O)n(-c2ccccc2)n1C	5.9	-2.1&-0.3	0.3&0.0	18.2&18.0
Cc1cc(C)nc(N(C#N)CC(=O)N(c2ccccc2)C(C)C)n1	1.1	0.3	-0.3	-8.7
CC1CCCC(NC(=O)C2N(C3CCCCCCC3)C(=O)C3C(C(=O)Nc4ccc(Cl)cc4)C4C=CC32O4)C1C (stereo unspecified)	-3.6	0.5	0.2	-1.3
CC(=O)Nc1ccc(NC(=O)Cc2coc3cc(C)ccc23)cc1	3.4	3.2	0.1	3.4
CCCSc1nnc2c3ccccc3n(CCC)c2n1	-7.6	1.2	0.7	14.8
Cc1nc(NC2=NCN(CC3CCCO3)CN2)nc2ccccc12 (stereo unspecified)	3.4	1.4	-0.1	-57.2
O=C(O)C1C2C=CC(O2)C1C(=O)Nc1ccc(Cl)c([N+](=O)[O-])c1 (stereo unspecified)	-1.0	1.8	-0.1	12.1
CC(=O)NC1=NC(=O)/C(=C/c2ccc(O)c(Cl)c2)S1	-9.8	-1.7	0.1	10.2
COc1ccc(CCNc2nc(Nc3ccc(N4CCOCC4)cc3)nc3c2ncn3CCN2CCCC2=O)cc1	29.4	1.4	-0.2	1.6
COc1cc(/C=C2/NC(=O)N(Cc3ccc(Br)cc3)C2=O)cc(Cl)c1O	7.1	2.9	0.1	5.1
CC(CO)NC(=O)c1cnc2scc(-c3ccccc3)n2c1=O (stereo unspecified)	2.5	0.4	0.5	-4.6
C=CCc1cccc2cc(C(=O)NC(C)c3ccccc3)c(=O)oc12 (stereo unspecified)	-1.0	1.0	-0.1	-5.8
O=C(Nc1cccc2ccccc12)OCCNS(=O)(=O)c1cccc([N+](=O)[O-])c1	9.9	0.6	1.1	23.5
O=C(Cn1ncc2c1-c1ccccc1OC2)N1CCN(c2ccccc2)CC1	1.8	-2.6	-0.2	-9.2
CCOC(=O)N1CCN(S(=O)(=O)N2CCC(C(=O)O)CC2)CC1	-3.8	-0.2	-0.2	-8.8
COCCNC(C)c1ccc(S(C)(=O)=O)cc1 (stereo unspecified)	5.8	-0.8	0.6	15.2
Cc1ccc(C)c(OCc2nnc(NC(=O)c3ccccc3)s2)c1	-1.4	-1.0	0.0	5.2
CCCN1C(=O)/C(=C/c2ccc(N(C)C)cc2)SC1=Nc1ccc(OCC)cc1	3.0	-0.5	-0.1	15.8
COc1ccc(C(CC(=O)Nc2cccnc2)N2Cc3ccccc3C2=O)cc1OC (stereo unspecified)	-5.7	-0.2	0.7	1.1
CC1CCCCN1CCn1cnc2c([nH]c3ccccc32)c1=O (stereo unspecified)	1.5	-0.1	0.1	14.8
CCN(CC)C(=O)CSc1nc(-c2ccccc2)cc(-c2ccc(OC)cc2)c1C#N	6.4	0.9	0.1	-4.2
Cc1cccc(NC(=O)CSc2ncc(CO)n2CC(=O)NC(C)C)c1C	1.3	-0.7	0.2	17.8
Cc1ccc(S(=O)(=O)N(CCCC(=O)O)Cc2ccc(Cl)cc2)cc1	5.5	-0.1	-0.1	-4.8
COc1ccc(-n2cc(-c3ccccc3)c3c(NCc4cccc(Cl)c4)ncnc32)cc1	-8.6	0.5	-0.2	3.2
CN(C)C(=O)C1CCCN1S(=O)(=O)c1ccc2ccccc2c1 (stereo unspecified)	6.5	0.3	-0.1	8.4
CNC(=O)CCC(=O)N1CCOc2ccc(Cl)cc21	2.4	7.2*	0.6	3.6
CCOc1ccc(N=Cc2sc3ccccc3c2O)cc1	87.9*	-10.4	0.1	-8.7
O=C(NCc1ccccc1)C(=O)NC1CC1	2.0	0.1	0.4	23.5
COc1ccc(NC(=O)CSc2cn(Cc3ccccc3Cl)c3ccccc23)c(OC)c1	-10.3	-0.8	0.1	22.2
CN(C)c1ccc(C2CC(=O)NC(N)=N2)cc1 (stereo unspecified)	1.6	0.0	-0.1	3.8
COc1cccc(-c2cc(=O)c3cc(OC)ccc3o2)c1	70.1*	-10.1	0.2	7.6
Cn1c(=O)[nH]c(=O)c2c1nc(N1CCCCCC1)n2CC(O)COc1ccc([N+](=O)[O-])cc1 (stereo unspecified)	-5.0	2.4	0.1	-8.5
COc1cc(/C=N/Nc2nnc(C)c(=O)[nH]2)ccc1OC(C)C	6.5	0.0	0.0	5.7
O=C(OCc1cccc([N+](=O)[O-])c1)c1cc(=O)[nH]c2ccccc12	-2.5	-0.2	0.3	16.0
COc1ccc(Cl)cc1C(=O)Nc1ccc2c(C)cc(=O)[nH]c2c1	6.7	0.7	0.2	7.9
CCOc1cccc2c1OC(c1cccc(OC)c1OC)N1N=C(c3ccc(C)o3)CC21 (stereo unspecified)	-25.6	-1.3	-0.1	2.6
C=CCOc1ccc(/C(O)=C2\C(=O)C(=O)N(CCCN(C)C)C2c2ccccc2F)cc1C (stereo unspecified)	-1.5	1.9	0.1	20.2
Cc1cccc(N=c2oc3c(C)ncc(CO)c3cc2C(N)=O)c1	-10.8	1.4	-0.1	2.6
C=CCn1c(=N)c(C(=O)NCC)cc2c(=O)n3cccc(C)c3nc21	18.0	0.1	0.4	11.1
COc1cccc(C2CC(c3cccs3)=NN2C(=O)CSc2nncn2C)c1OC (stereo unspecified)	10.4	-0.5	0.5	1.2
COc1ccccc1-c1coc2cc(OCC(=O)O)ccc2c1=O	-10.8	-0.5	0.0	4.6
CN1/C(=C/C(=S)NC(=O)C2CCC2)C(C)(C)c2ccccc21	-9.8	2.7	-0.5	2.0
COc1cc2nc(CN3C(=O)c4ccccc4C3=O)oc(=O)c2cc1OC	2.9	1.0	-0.1	12.6
Cc1ccccc1NC(=O)NC1(C(F)(F)F)Oc2cc(Cl)c(Cl)cc2O1	-3.0	-0.7	-0.2	-14.8
Cc1ccc(OCC(=O)NNC(=O)c2ccco2)c(C)c1	2.7	2.5	-0.1	16.2
C=CCNc1nc(Nc2cc(Cl)ccc2OC)nc(N2CCOCC2)n1	-1.9	-0.4	0.2	12.9
COc1ccc2[nH]cc(CCN(C(C)=O)C(C)=O)c2c1	5.0	1.1	-0.1	-5.6
O=C(Nc1ccccc1)c1nccn1Cc1ccc(F)cc1	-22.5	0.3	-0.1	1.2
CCOc1ccc(NC(=O)c2c(NCc3ccc(OC)c(OC)c3)sc3c2CCCC3)cc1	3.8	0.0	0.5	21.2
CC1=C(C(=O)OC2CCCC2)C(c2cc(Br)ccc2F)C2=C(CC(c3cccs3)CC2=O)N1 (stereo unspecified)	11.8	-0.8	0.1	4.4
COc1ccc(CC(=O)OCC(=O)c2c(C)[nH]c3ccccc23)cc1	-4.6	0.2	-0.1	5.5
CCOC(=O)C1=C(c2ccccc2)OC(N)=C(C#N)C1c1ccc(Cl)c(Cl)c1 (stereo unspecified)	-10.5	-1.4	0.0	2.2
CCCCNC(=O)CSc1nnc2n1C(C)(C)Cc1ccccc1-2	-1.7	-0.3	0.0	24.7
CCOC(=O)CNc1nc(-c2ccc(C)cc2)nc2ccccc12	3.1	1.7	-0.1	2.6
CC1(C)Cc2c(c(=S)nc(-c3ccccc3)n2Cc2ccccc2)CO1	0.2	-2.0	0.4	14.6

Some of the entries above, reformatted.
Molecule | TEAD-YAP block | GPR151 activ | FBW7 act | MITF inh
C=CCOc1ccc(/C(O)=C2\C(=O)C(=O)N(CCCN(C)C)C2c2ccccc2F)cc1C (stereo unspecified) | -1.5 | 1.9 | 0.1 | 20.2
Cc1cccc(N=c2oc3c(C)ncc(CO)c3cc2C(N)=O)c1 | -10.8 | 1.4 | -0.1 | 2.6
C=CCn1c(=N)c(C(=O)NCC)cc2c(=O)n3cccc(C)c3nc21 | 18.0 | 0.1 | 0.4 | 11.1
COc1cccc(C2CC(c3cccs3)=NN2C(=O)CSc2nncn2C)c1OC (stereo unspecified) | 10.4 | -0.5 | 0.5 | 1.2
COc1ccccc1-c1coc2cc(OCC(=O)O)ccc2c1=O | -10.8 | -0.5 | 0.0 | 4.6
CN1/C(=C/C(=S)NC(=O)C2CCC2)C(C)(C)c2ccccc21 | -9.8 | 2.7 | -0.5 | 2.0
